POLB inh: inhibitors of human DNA polymerase beta; Potency, µM (series often up to 114 µM), for inactives: top-dose activity change, negative = inhibition, actives largely listed as inhibitors; AID 485314; 1.3% of 340,000 active; P06746; Pol beta primer extension/strand displacement, fluorescence kinetic; also: potency is read from the fitted curve at half-maximal effect; % is scaled to controls: 0 for no effect and ±100 for the full control effect
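Kinetic readout of DNA synthesis with strand displacement by Pol beta. Compound and 10 nM enzyme sit 15 min at room temperature; 50 nM substrate starts the reaction, read immediately and at 10 min.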
Pol iota inh: blocks human DNA polymerase iota activity | Q9UNA4 | Pol iota fluorescent replication assay, 10 min | Potency, µM (doses to about 115 µM), inactives show at the top dose activity, negative = inhibition, usual class: inhibitors | 1% of 390,000 active; also: potency is read from the fitted curve at half-maximal effect
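Fluorescent replication assay read twice, at 0 min and 10 min after adding 50 nM (final) substrate. Enzyme (10 nM) and compounds were first incubated 15 min at room temperature; enzyme-free buffer wells were negative controls.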
Anesthetic bind: binds horse apoferritin like a general anesthetic; P02791; apoferritin/1-aminoanthracene competitive binding, fluorescence; Potency, µM (highest dose often 77.5 µM), inactives show at the highest dose activity change, negative = displacement, actives largely listed as inhibitors; 0.074% of 350,000 active; AID 485281; also: potency is read from the fitted curve at half-maximal effect; % is scaled to controls: 0 for no effect and ±100 for the full control effect; nearly all actives have a fitted effect of over 20% in size
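Horse-spleen apoferritin (10 uM) in 50% saturated 1-aminoanthracene in PBS was incubated 10 min at room temperature with compound. Fluorescence (ex 380, em 535 nm) was normalized to free and bound 1-AMA, with concentration-response fitted by a four-parameter Hill equation.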
BLM helicase inh: inhibitors of human Bloom syndrome helicase BLM; P54132; recombinant BLM DNA unwinding, fluorescence dequenching; Potency, µM (series often up to 56.1 µM), inactives show top-dose activity change, negative = inhibition, most hits filed as inhibitors; 0.2% of 350,000 active; AID 2528;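 also: potency is read from the fitted curve at half-maximal effect; plate controls were vehicle for no effect and no enzyme for full effect; nearly all actives have a fitted effect of over 35% in size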
GRP78 ERSR act: induces the endoplasmic reticulum stress response in human glioma cells | 0.02% of 420,000 active | AID 602332 | Potency, µM, for the others: at the highest dose activation, actives largely listed as activators | U87-MG GRP78 promoter luciferase reporter, 16 h; also: potency is read from the fitted curve at half-maximal effect; series mostly up to about 76 µM; % of control where 0% means no effect; nearly all actives have a fitted effect of over 35% in size
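ERSR induction read as luciferase luminescence (Bright-Glo, 10 min at room temperature) in stably transfected human U87-MG glioma cells exposed to compounds for 16 h, using GRP78 as sensor.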
POLH inh: blocks human DNA polymerase eta activity; 1.2% of 390,000 active; Q9Y253; recombinant Pol eta, fluorescent DNA replication assay; Potency, µM (top dose mostly 114 µM), for inactives: top-dose activity change, negative = inhibition, most hits filed as inhibitors; also: potency is read from the fitted curve at half-maximal effect; % is scaled to controls: 0 for no effect and ±100 for the full control effect
Target sequence (Q9Y253 whole entry, looked up): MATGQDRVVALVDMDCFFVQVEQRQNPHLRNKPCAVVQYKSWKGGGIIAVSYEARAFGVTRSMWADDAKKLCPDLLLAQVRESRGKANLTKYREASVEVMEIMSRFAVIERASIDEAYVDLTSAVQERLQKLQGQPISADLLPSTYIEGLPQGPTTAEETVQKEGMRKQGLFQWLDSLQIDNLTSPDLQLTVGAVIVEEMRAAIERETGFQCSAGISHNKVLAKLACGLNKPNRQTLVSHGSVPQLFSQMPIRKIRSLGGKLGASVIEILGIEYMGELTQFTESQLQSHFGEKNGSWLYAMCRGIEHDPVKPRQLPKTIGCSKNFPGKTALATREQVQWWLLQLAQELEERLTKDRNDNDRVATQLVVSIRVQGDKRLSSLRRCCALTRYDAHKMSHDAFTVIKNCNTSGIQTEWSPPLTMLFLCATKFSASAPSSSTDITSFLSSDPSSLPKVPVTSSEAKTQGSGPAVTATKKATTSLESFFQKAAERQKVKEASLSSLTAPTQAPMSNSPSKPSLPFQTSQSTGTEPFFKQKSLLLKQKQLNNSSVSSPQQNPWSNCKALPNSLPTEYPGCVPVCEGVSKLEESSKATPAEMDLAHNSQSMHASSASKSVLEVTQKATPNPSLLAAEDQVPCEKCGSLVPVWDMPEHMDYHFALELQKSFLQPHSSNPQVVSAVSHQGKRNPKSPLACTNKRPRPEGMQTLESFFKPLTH
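Pol eta (10 nM) was preincubated with compounds for 15 min at room temperature, after which fluorescent replication substrate (50 nM final) was added to start the reaction. Fluorescence was read kinetically at 0 and 10 min.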
LDHA block: inhibitors of human lactate dehydrogenase A; P00338; purified LDHA, NADH/diaphorase-resazurin fluorescence; hits give low values; activity change, % (values are at about 110 or 230 µM); 0.15% of 480,000 active; AID 1347041; in the data active = activity change below about -30%; inconclusive = mostly about -25% to -30%;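 also: plate controls were DMSO wells for no effect and wells without enzyme for full effect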
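Enzyme activity of human lactate dehydrogenase 5 (2 nM; 0.06 mM NADH, 0.2 mM pyruvate, 5 min, RT) is measured via a resazurin/diaphorase fluorescence readout of residual NADH.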
POLK inh: inhibitors of human DNA polymerase kappa; Potency, µM (doses to about 107 µM), for the others: at the highest dose activity, negative = inhibition, hits mostly inhibitors; AID 588579; purified Pol kappa, fluorescent DNA synthesis assay, 10 min; 0.53% of 400,000 active; Q9UBT6; also: potency is read from the fitted curve at half-maximal effect; % is scaled to controls: 0 for no effect and ±100 for the full control effect
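Fluorescent qHTS in 1536-well format: enzyme (10 nM) and compound sat 15 min at room temperature before 50 nM substrate (final) was added. Signal taken at 0 and 10 min; no-enzyme buffer wells were negative controls.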
APE1 inh: inhibitors of human APE1 endonuclease; P27695; recombinant APE1, TAMRA/BHQ-2 abasic DNA cleavage fluorescence; Potency, µM (highest dose often 65.8 µM), without a hit: at the highest dose activity change, negative = inhibition, hits mostly inhibitors; 0.35% of 350,000 active; AID 2517;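 also: potency is read from the fitted curve at half-maximal effect; plate controls were vehicle for no effect and reference inhibitor for full effect; nearly all actives have a fitted effect of over 55% in size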
Target sequence (P27695 whole entry, looked up): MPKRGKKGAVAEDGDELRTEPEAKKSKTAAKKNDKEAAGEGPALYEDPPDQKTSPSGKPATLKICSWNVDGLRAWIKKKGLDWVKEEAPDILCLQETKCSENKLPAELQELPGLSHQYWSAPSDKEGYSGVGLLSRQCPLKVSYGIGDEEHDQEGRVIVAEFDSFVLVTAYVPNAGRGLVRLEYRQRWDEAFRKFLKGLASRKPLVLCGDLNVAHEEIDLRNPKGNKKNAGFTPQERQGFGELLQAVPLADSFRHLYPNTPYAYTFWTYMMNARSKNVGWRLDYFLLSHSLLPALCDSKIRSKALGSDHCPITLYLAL
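APE1 at 0.75 nM final was preincubated with compound 15 min at room temperature, then 50 nM double-stranded THF abasic-site substrate (5'-TAMRA/3'-BHQ-2) was added. Fluorescence (ex 525/em 598 nm) was read kinetically; third-minus-first read gave activity.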
Starred values were filed as active, the others as inactive; u = inconclusive; x = no result given; & = joins results of further samples; [ ] = another dose, or the depositor's remark. Unless noted, calls follow the shape of the dose curve; as a rule, active = well fitted curve in the direction sought with a large enough effect; inconclusive = small, poorly fitted or top-dose-only effect, or another doubt; inactive = no such curve, though single readings can be large; an effect the other way counts as inactive or inconclusive.

SMILES | POLB inh | Pol iota inh | Anesthetic bind | BLM helicase inh | GRP78 ERSR act | POLH inh | LDHA block | POLK inh | APE1 inh
CC1CCCC(C)N1C(=O)COC(=O)c1ccco1 (stereo not given) | x | 194.1%[activator] | x | x | -2.3% | -18.6% | -4.0 | -3.6% | -17.0%
COc1ccc(OCC(=O)N2CCN(C(=O)c3ccc(F)cc3)CC2)cc1 | -5.9% | 27.2% | -4.3% | -4.2% | -4.6% | 7.1% | -8.2 | -7.3% | 26.5%
CC[n+]1c(/C=C(/C)SC)sc2ccccc21 | 8.2%[57.1 µM] | 12.1% | -0.2% | -7.1% | -3.4% | -15.9% | 1.3 | -2.6% | -4.8%
COc1cc(/C=C/C(=O)O)cc(S(=O)(=O)Nc2ccccc2SC)c1OC | 58.9% | 17.9% | 1.3% | -0.1% | -4.6% | -5.6% | -6.0 | -3.7% | -0.7%
COc1ccc(-c2noc(CN3CCN(c4ccccc4F)CC3)n2)cc1OC | 1.7% | -0.4% | -1.8% | -4.6% | 2.0% | -14.0% | 0.4 | -11.2% | 0.1%
Cc1ccc(N2C(=O)CC(Cc3ccc(Cl)cc3)C2=O)cc1 (stereo not given) | 14.7% | 82.7%[activator] | -7.3% | -4.4% | -0.3% | 3.4% | -0.7 | -5.5% | 19.4%
Cc1cccnc1NC(=O)Nc1ccc(F)cc1 | 3.1% | 8.7% | -4.9% | -0.6% | 1.9% | 2.0% | -3.6 | -1.5% | 2.1%
CCOC(=O)C1CCN(C(=O)CN2C(=O)c3cccnc3Oc3ccc(C)cc32)CC1 | 11.4% | 9.0% | 3.5% | -2.2% | 6.1% | -6.1% | -2.6 | -1.8% | 26.8%
CCCC(=O)Nc1sc(C(=O)Nc2cccc(N)c2)c(C)c1C(=O)OC | -4.2% | 155.7%[activator] | -10.9% | -0.8% | -4.4% | -10.8% | -2.9 | -2.2% | 1.4%
Cc1c(C(=O)c2ccc(Cl)c(Cl)c2)cnc2cc3c(cc12)OCO3 | 18.0% | -1.8% | 5.5% | -5.0% | -2.2% | 7.3% | -1.6 | -19.6% | 3.4%
COc1ccc(C(C)NC(=O)Nc2ccc(C(C)=O)cc2)cc1OC (stereo not given) | 24.6% | 2.3% | -3.1% | -0.8% | 3.6% | -7.8% | 1.5 | 4.6% | -8.6%
COc1ccc(-c2nc3ccc(C)cn3c2NCc2ccc3c(c2)OCO3)cc1 | -1.6% | 3.2% | 26.7% | 8.1% | -2.4% | -11.3% | -3.9 | -18.8% | 1.0%
CCCN(CC(=O)Nc1ccc(F)c(F)c1F)C(=O)C1CC(=O)N(Cc2ccccc2)C1 (stereo not given) | x | 12.7% | x | x | -4.0% | -15.0% | -2.8 | -0.3% | -3.5%
O=S(=O)(c1ccc(Oc2ccc(Cl)cc2)c(S(=O)(=O)N2CCCCC2)c1)N1CCCCC1 | 22.5% | 5.6% | -6.2% | -2.4% | -3.6% | -2.5% | -5.9 | -16.2% | -4.1%
CCOc1cc(CNCC2CCCN2CC)cc(Cl)c1OC (stereo not given) | -3.0% | 11.4% | -2.7% | 2.2% | 1.5% | -8.0% | -13.1 | -6.4% | 3.8%
CC1=C(C(=O)Nc2ccccc2)C(c2ccc[nH]2)n2ncnc2N1 (stereo not given) | 8.91µM* | u | 2.9% | -29.7% | -2.0% | x | 1.6&1.2 | u | -39.0%
O=C(COC(=O)c1ccc([N+](=O)[O-])o1)NCCCc1ccccc1 | x | u | x | x | -3.6% | 89.1µM* | 1.1 | -23.5% | -29.9%
COc1ccc(NC(=O)c2oc3ccccc3c2NC(=O)C2CC2)cc1 | 5.7% | -3.9% | -10.9% | -2.9% | -0.1% | -10.1% | -8.8 | 0.8% | -6.3%
COc1ccc(C(C[N+](=O)[O-])c2c(C)cc3ccccn23)c(OC)c1 (stereo not given) | 6.2% | 93.5%[activator] | -8.0% | -2.7% | -9.2% | -6.6% | 0.3 | -1.8% | 69.6%[activator]
O=C(OCc1nnc(-c2ccc(Br)cc2)o1)c1ccco1 | 22.1% | 12.4% | -14.5% | -0.8% | -2.8% | -3.7% | -1.8&4.3 | -0.2% | -2.3%

Random excerpt: 2 compounds from above, in no set order.
SMILES | POLB inh | Pol iota inh | Anesthetic bind | BLM helicase inh | GRP78 ERSR act | POLH inh | LDHA block | POLK inh | APE1 inh
COc1ccc(NC(=O)c2oc3ccccc3c2NC(=O)C2CC2)cc1 | 5.7% | -3.9% | -10.9% | -2.9% | -0.1% | -10.1% | -8.8 | 0.8% | -6.3%
COc1ccc(C(C)NC(=O)Nc2ccc(C(C)=O)cc2)cc1OC (stereo not given) | 24.6% | 2.3% | -3.1% | -0.8% | 3.6% | -7.8% | 1.5 | 4.6% | -8.6%

The listing picks up, starting 3 compounds before the break.
SMILES | POLB inh | Pol iota inh | Anesthetic bind | BLM helicase inh | GRP78 ERSR act | POLH inh | LDHA block | POLK inh | APE1 inh
COc1ccc(NC(=O)c2oc3ccccc3c2NC(=O)C2CC2)cc1 | 5.7% | -3.9% | -10.9% | -2.9% | -0.1% | -10.1% | -8.8 | 0.8% | -6.3%
COc1ccc(C(C[N+](=O)[O-])c2c(C)cc3ccccn23)c(OC)c1 (stereo not given) | 6.2% | 93.5%[activator] | -8.0% | -2.7% | -9.2% | -6.6% | 0.3 | -1.8% | 69.6%[activator]
O=C(OCc1nnc(-c2ccc(Br)cc2)o1)c1ccco1 | 22.1% | 12.4% | -14.5% | -0.8% | -2.8% | -3.7% | -1.8&4.3 | -0.2% | -2.3%
COc1ccc(S(=O)(=O)N2CCOCC2)cc1NC(=O)c1cccc(-n2cccc2)c1 | x | 7.08µM* | x | x | -2.5% | 2.51µM* | -0.3 | 39.8µM* | u
CC(=O)Nc1cccc(C(=O)OCC(=O)NNC(=O)c2ccc([N+](=O)[O-])cc2)c1 | x | 20.5% | x | x | -3.5% | -5.6% | -5.5 | -1.7% | 1.6%
CC1CC(OCC(O)CN2CCCCC2C)CC(C)(C)C1 (stereo not given) | -1.0% | 23.7% | -4.3% | -2.8% | -3.4% | -8.0% | -3.3 | -1.2% | 23.4%
COc1nc(N)nc2nc[nH]c12 | 30.2% | -7.3% | -4.5% | -1.0% | -2.5% | -8.6% | -4.2 | -13.3% | 5.3%
O=S(=O)(NCC(c1cccnc1)N1CCN(c2ccccc2)CC1)c1cccs1 (stereo not given) | -8.9% | 8.7% | 2.3% | -2.9% | 1.2% | -9.1% | 0.8 | -1.0% | 1.2%
CCCCn1cc(S(=O)(=O)c2ccccc2)c(=O)c2cc(C)ccc21 | 10.1% | -2.2% | 7.9% | -1.7% | 0.9% | -3.3% | -6.6 | -26.6% | -7.5%
COc1ccc(N2CCN(c3csc4ccc(Cl)cc4c3=O)CC2)cc1 | 2.4% | 6.0% | 3.9% | -2.2% | -0.8% | -22.0% | 4.2 | -5.5%[60.1 µM] | x
CCC1CCCCN1C(=O)CSc1nc2c(c(=O)n1C)SC(C)C2 (stereo not given) | 0.9% | 7.6% | -11.8% | -1.9% | -5.5% | -0.2% | -0.4 | -15.6% | -7.7%
N#Cc1c[nH]n2c(=O)cc(Cc3ccccc3)nc12 | -21.0% | -16.1% | -2.4% | -1.1% | -2.6% | 3.7% | -3.8 | -12.6% | 7.1%
Cc1[nH]n2c(=O)c3c(nc2c1-c1ccc(Cl)cc1)CCC3 | 18.8% | 0.8% | 7.1% | -1.0% | 6.7% | -5.1% | -1.3 | -20.2% | 13.3%
O=C(COc1ccc2c(c1)OCO2)Nc1cccc(F)c1 | -0.1% | 42.3%[activator] | -15.4% | -5.3% | 8.5% | -15.8% | -3.4 | -10.7% | 2.7%
COc1ccc(-n2c(/C=C/c3cccc(C(F)(F)F)c3)nc3ccccc3c2=O)cc1Cl | -0.6% | -10.0% | -3.2% | 0.5% | -5.1% | -20.5% | -2.1 | 2.9%[60.1 µM] | x
COc1ccc(Cl)cc1C(=O)OCC(=O)N(C)CC(=O)Nc1ccc(F)cc1 | x | 12.0% | x | x | -1.4% | -12.9% | -3.6 | -2.3% | 7.7%
Cc1cc(NC(=O)c2ccccc2)no1 | 7.4% | 139.1%[activator] | 0.1% | -1.2% | u | -5.8% | -8.0 | -12.6% | 9.6%
Cn1c(=O)[nH]c(=O)c2c1nc1n2CCN1Cc1ccccc1 | 41.0% | 34.0%[activator] | -8.7% | 0.0% | -5.4% | -13.0% | 1.0 | -1.0% | 0.1%
NCCCCCCCCCCNS(=O)(=O)c1cccc2c(Cl)cccc12 | x | u | x | -8.1% | -10.7%&-11.4% | x | -5.3 | -8.0% | -2.0%
O=[N+]([O-])c1ccc(-n2cnc3ccccc32)c([N+](=O)[O-])c1 | -7.1% | 17.9% | -6.2% | -1.5% | -4.4% | -17.0% | 4.4 | -5.6% | -0.5%
CC1Cc2cccc3c(O)c(C(=O)c4nn[nH]n4)c(=O)n1c23 (stereo not given) | -6.7% | 149.8%[activator] | -1.0% | 1.2% | -3.1% | -7.9% | 4.4 | -3.1% | 5.0%
CN(C(=O)COC(=O)c1cc2c(s1)CCCCC2)c1ccccc1 | x | 2.8% | x | x | 4.7% | -7.0% | -2.8 | -15.4% | -11.5%
O=C(CCc1ccccc1)N=C1SC2CS(=O)(=O)CC2N1c1cccc(F)c1 (stereo not given) | 0.5% | 19.1% | -2.5% | -0.8% | 1.8% | -4.8% | -0.9 | 9.7% | 75.3%[activator]
O=S(=O)(NCc1ccccc1)c1cnc[nH]1 | 16.9% | 10.2% | -8.2% | -0.6% | -3.6% | -0.8% | -7.9 | -2.9% | 4.8%
Oc1ccccc1C1=NOC(O)(C(F)F)C1 (stereo not given) | 0.5% | 14.7% | u | -1.3% | -3.8% | 10.0% | 5.0 | -2.7% | -2.2%
CCn1c(SCC(=O)Nc2ccc(OC)c(OC)c2)nc2c(c1=O)SCC2 | 2.5% | 7.2% | -0.3% | -1.4% | -5.0% | -2.0% | -1.0 | -2.8% | -11.0%
Cc1ccc(CSc2ncnc3c2cnn3-c2ccc(C)cc2)cc1 | 0.4% | 22.1% | 1.1% | 5.3% | 1.2% | -14.3% | -9.0 | -4.4% | 0.0%

Not all compounds are listed, so the mix of outcomes need not match the whole.
